Screens as filed in PubChem BioAssay.
GCN5L2 inh: inhibitors of human GCN5L2 histone acetyltransferase. GCN5L2 HAT assay, ThioGlo1 CoA-SH fluorescence. Potency, µM (titrated, usually from 58.9 µM), for the others: at the highest dose activity change, negative = inhibition, hits mostly inhibitors. 390,000 compounds, 0.21% hits. AID 504327
Target sequence (Q92830 whole entry, looked up): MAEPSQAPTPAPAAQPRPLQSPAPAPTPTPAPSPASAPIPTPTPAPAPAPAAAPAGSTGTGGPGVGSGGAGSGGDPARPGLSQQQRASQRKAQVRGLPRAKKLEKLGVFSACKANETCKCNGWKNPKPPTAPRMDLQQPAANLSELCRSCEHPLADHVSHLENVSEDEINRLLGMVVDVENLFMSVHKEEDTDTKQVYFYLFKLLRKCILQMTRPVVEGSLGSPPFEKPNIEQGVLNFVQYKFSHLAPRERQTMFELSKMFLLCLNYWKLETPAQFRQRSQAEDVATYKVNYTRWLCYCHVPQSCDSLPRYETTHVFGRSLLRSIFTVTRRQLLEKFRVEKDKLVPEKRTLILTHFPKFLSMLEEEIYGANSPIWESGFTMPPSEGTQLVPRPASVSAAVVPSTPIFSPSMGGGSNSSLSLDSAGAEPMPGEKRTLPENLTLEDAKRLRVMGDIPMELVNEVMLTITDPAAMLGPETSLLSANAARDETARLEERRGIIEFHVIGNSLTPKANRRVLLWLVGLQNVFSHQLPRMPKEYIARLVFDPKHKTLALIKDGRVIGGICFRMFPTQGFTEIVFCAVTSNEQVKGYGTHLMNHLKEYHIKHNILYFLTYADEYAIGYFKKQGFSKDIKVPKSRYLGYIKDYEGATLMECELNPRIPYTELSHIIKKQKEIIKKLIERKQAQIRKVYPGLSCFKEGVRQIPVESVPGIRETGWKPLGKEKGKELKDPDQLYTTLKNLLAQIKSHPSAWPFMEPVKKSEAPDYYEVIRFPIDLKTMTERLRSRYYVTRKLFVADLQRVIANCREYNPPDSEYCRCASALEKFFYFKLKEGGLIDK
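GCN5L2 (20 nM) in 50mM HEPES pH 7.5, 0.1mM EDTA, 0.01% Tween-20 preincubated 15 min with compounds at room temperature. Reaction started with H3(1-25) 75uM, acetyl-CoA 70uM, ThioGlo1 50uM; CoA-thiol fluorescence (Ex340/Em540) read at 0 and 20 min.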
DT40 TDP1 no CPT: qHTS for Inhibitors of human tyrosyl-DNA phosphodiesterase 1 (TDP1): qHTS in cells in absence of CPT. DT40 Tdp1-/- hTDP1 cells, no CPT, ATP luminescence, 48 h. Potency, µM (highest dose often 46.2 µM), inactives show top-dose activity change, negative = growth inhibition, hits mostly inhibitors. 420,000 compounds, 15% hits; note: nearly all actives have a fitted effect of over 55% in size
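Growth of hTDP1-complemented DT40 Tdp1-knockout cells is measured by ATP luminescence after at least 48 hr compound exposure at 37 °C, with DMSO substituting for the 20 nM CPT used in the parallel screen.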
TDP1 block: blocks human tyrosyl-DNA phosphodiesterase 1; Potency, µM (doses to about 130 µM), for inactives: at the top dose activity change, negative = inhibition, hits mostly inhibitors; 350,000 compounds, 0.28% hits; recombinant TDP1, AlphaScreen DNA substrate cleavage; AID 485290; note: nearly all actives have a fitted effect of over 40% in size
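Recombinant human Tdp1 (E. coli-expressed, 1 nM final) preincubated with compounds 15 min at room temperature, then 5'-biotin/3'-phosphotyrosine-FITC DNA substrate (15 nM final) added for 5 min. AlphaScreen beads (10 ug/ml final) added 10 min; cleavage lowers signal.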
Active calls of the source: *; ? = inconclusive; / = not tested or not shown; & = joins results of further samples; [ ] = remark or other dose. Calls come from the whole dose curve; as a rule, active = well fitted curve in the direction sought with a large enough effect; inconclusive = small, poorly fitted or top-dose-only effect, or another doubt; inactive = no such curve, though single readings can be large; an effect the other way counts as inactive or inconclusive. % is set by controls: 0 for no effect and ±100 for the full control effect; potency is the fitted concentration of half-maximal effect.

mol | DT40 TDP1 no CPT | GCN5L2 inh | TDP1 block
O=C(c1ccc(S(=O)(=O)N2CCCC2)cc1)N1CCC(CN2C(=O)c3cccc4cccc(c34)C2=O)CC1 | -24% | -7% | 4%
Cc1nc(-c2ccc(S(=O)(=O)N(Cc3ccccc3)C(C)C)cc2)co1 | 15µM* | -11% | 3%
CCOc1ccc(OCC(=O)OCc2cc(=O)n3cc(Br)ccc3n2)cc1 | 3% | -4% | -3%[56.1 µM]
Cc1cccc(OCC(=O)NCc2ccccc2)c1 | -5% | -17% | /
O=c1c2sc3ccccc3c2n(Cc2cccc(C(F)(F)F)c2)c(=O)n1Cc1ccco1 | ? | 3% | 4%
COc1ccc(Cl)cc1NC(=O)Nc1ccc(C(=O)N2CCOCC2)cc1 | -26% | -18% | 3%
CSC1=C(C#N)C2(CCCC2)C(C#N)=C(N)N1 | / | -3% | 8%
CCOc1ccc(N2C(=O)CC(N(C)Cc3ccccc3)C2=O)cc1 (stereo unspecified) | -23% | 2% | 5%
O=C(O)CCC(=O)Nc1ccc(S(=O)(=O)c2ccc(NC(=O)CCC(=O)O)cc2)cc1 | 20% | 0% | /
OC(CN1CCN(c2cccc(Cl)c2)CC1)c1ccccc1 (stereo unspecified) | -8% | -4% | /
CC(C)(CNC(=O)c1ccc(NS(=O)(=O)c2ccc(F)cc2)cc1)N1CCOCC1 | 3% | -4% | 2%
COc1cc(OC)c(OC)cc1/C=C/c1nc2cc3ccccc3cc2c(=O)n1-c1ccccc1Br | ? | -3% | 10%

Two entries from above in another layout.
Below each compound: DT40 TDP1 no CPT	GCN5L2 inh	TDP1 block
> COc1cc(OC)c(OC)cc1/C=C/c1nc2cc3ccccc3cc2c(=O)n1-c1ccccc1Br
→ ?	-3%	10%
> O=C(c1ccc(S(=O)(=O)N2CCCC2)cc1)N1CCC(CN2C(=O)c3cccc4cccc(c34)C2=O)CC1
→ -24%	-7%	4%

Following part
mol | DT40 TDP1 no CPT | GCN5L2 inh | TDP1 block
COc1ccc(OC)c(-n2nnnc2SCC(=O)NCc2ccc3c(c2)OCO3)c1 | -18% | -1% | 6%
COc1ccc(CN(C(=O)c2ccccc2Br)C2CCS(=O)(=O)C2)cc1 (stereo unspecified) | -21% | -5% | /
S=C(Nc1ccccc1)N(Cc1ccccc1)Cc1ccncc1 | -25% | 3% | -3%
COCCN(C(=O)c1ccco1)c1nnc(-c2ccc(OC)c(OC)c2)s1 | ? | -3% | 0%
COc1ccccc1C(=O)Nc1ccccc1SC(=O)c1ccccc1OC | 2.6µM* | 1% | /
CCc1c(C)nc2ncnn2c1Nc1ccccc1C | ? | -6% | 2%
CN(CC(=O)OCC(=O)NC(=O)c1cccn1C)S(=O)(=O)c1ccc(Cl)cc1 | -5% | 4% | 3%
CCc1ccc(N2CCN(S(=O)(=O)CC34CCC(CC3=O)C4(C)C)CC2)cc1 (stereo unspecified) | 21µM* | 3% | /
Cc1cc(C)c2c(n1)nn1c(C)c(CCC(=O)Nc3cccc(C)c3C)c(C)nc21 | 7.3µM* | -7% | -3%
Cn1cccc1C(=O)OCc1ccc(F)cc1 | 1% | -7% | 1%
Nc1ncnc2nc(SCC(=O)N3CCN(c4ccccc4)CC3)[nH]c12 | 0% | 6% | 0%
CCOC(=O)CC(=O)NC(CC(=O)OC)c1ccc(Br)cc1 (stereo unspecified) | -2% | -2% | 6%
COc1ccc(-n2c(=O)c(-c3ccc(Cl)cc3)nc3cnc(N4CCOCC4)nc32)cc1 | -12% | -13% | /
O=C(CCc1ccccc1)Nc1ccc(NS(=O)(=O)c2ccccc2)cc1 | ? | -18% | /
CCN(C(=O)Cn1c(=O)n(-c2cc(OC)c(OC)c(OC)c2)c(=O)c2ccccc21)c1cccc(C)c1 | 19% | 2% | 5%
O=C(COC(=O)c1cc(S(=O)(=O)N2CCCC2)ccc1O)NCCc1ccccc1 | -22% | -5% | 3%
COc1ccc(S(=O)(=O)N(CC(=O)NC2CC2)Cc2ccccc2)cc1 | -6% | 1% | 12%
O=C(c1cccc(S(=O)(=O)N2CCCCC2)c1)N(CCc1ccccc1)Cc1ccccc1 | ? | -23% | -10%[0.505 µM]
CSc1cccc(NC(=O)CN(C)S(=O)(=O)c2ccc3c(c2)n(C)c(=O)c(=O)n3C)c1 | -25% | -1% | -1%
CCc1nnc(NC(=O)CSc2nnc(Cc3ccccc3)n2Cc2ccccc2)s1 | -16% | -1% | 1%
CC(=O)c1ccc(N2CCN(CC(O)COCc3ccco3)CC2)cc1 (stereo unspecified) | -21% | -9% | -10%
COc1ccc(OC)c(NC(=O)c2cccc(C)c2[N+](=O)[O-])c1 | 1% | -6% | -4%
CCOC(=O)c1c(C)oc2nc(C)nc(NCCc3ccc(OC)c(OC)c3)c12 | 18µM* | 27% | -5%
N=C1C(c2ccccc2)=C(O)CN1c1cccc(S(=O)(=O)Nc2cccc(C(F)(F)F)c2)c1 | -3% | -3% | 1%

4 compounds picked at random from those above, as already listed:
mol | DT40 TDP1 no CPT | GCN5L2 inh | TDP1 block
O=C(COC(=O)c1cc(S(=O)(=O)N2CCCC2)ccc1O)NCCc1ccccc1 | -22% | -5% | 3%
CC(=O)c1ccc(N2CCN(CC(O)COCc3ccco3)CC2)cc1 (stereo unspecified) | -21% | -9% | -10%
COc1ccc(-n2c(=O)c(-c3ccc(Cl)cc3)nc3cnc(N4CCOCC4)nc32)cc1 | -12% | -13% | /
CSc1cccc(NC(=O)CN(C)S(=O)(=O)c2ccc3c(c2)n(C)c(=O)c(=O)n3C)c1 | -25% | -1% | -1%

Other records follow.
mol | DT40 TDP1 no CPT | GCN5L2 inh | TDP1 block
O=C1C=C(c2ccc(F)cc2OCc2ccccc2)C[C@@H](c2ccc(F)cc2)C1 | 4% | -15% | 0%
CCOC(=O)c1c(N)sc(C(=O)N(C)C)c1C | -27% | -2% | -1%
O=C1CC(=C(c2ccccc2)c2ccccc2)C(=O)N1CCCCN1CCN(c2ccccc2)CC1 | 9.2µM* | -5% | 12%
O=C(NC(=S)NCCc1ccccn1)c1ccccc1 | -19% | -7% | 1%
CN(C(=O)Cn1nc(C(=O)O)c2ccccc2c1=O)c1ccccc1 | -12% | -2% | 9%
COc1cc(CNCCNC(=O)c2nonc2N)ccc1OCc1ccc(Cl)cc1 | 21µM* | 0% | -2%
Cc1nc2nc(SCC(=O)NCCCN3CCCC(C)C3)nn2c(C)c1Cc1ccccc1Cl (stereo unspecified) | -29% | -3% | 2%
COc1cccc(C(=O)Nc2ccccc2)c1 | -12% | -2% | 2%
O=C(CSc1nc2scc(-c3ccco3)c2c(=O)n1-c1ccccc1)NCC1CCCO1 (stereo unspecified) | -10% | ? | -4%
CCN(CC(=O)Nc1ccccc1C(F)(F)F)C(=O)c1oc2c(Cl)cccc2c1C | ? | -26% | -1%
O=C(CN(CC1CCCO1)C(=O)CCC(=O)Nc1nccs1)NCc1ccc2c(c1)OCO2 (stereo unspecified) | -4% | -7% | 5%
CN(c1ccc(C(=O)Nc2ccc3c(c2)OCO3)cc1)S(C)(=O)=O | ? | -1% | -1%
O=C(CNC(=O)c1ccc(F)cc1)NCc1ccccn1 | -12% | -5% | 0%
CCOC(=O)c1ccc(NC(=O)Nc2ccc3snnc3c2)cc1 | 2.9µM* | 2% | 8%
O=[N+]([O-])c1cc(Br)cc(C=Nc2ccc3c(c2)OCO3)c1O | -4% | -8% | 9%
O=C(CC(c1cccs1)N1Cc2ccccc2C1=O)Nc1ccccc1F (stereo unspecified) | 21µM* | -1% | 3%
COc1ccc(S(=O)(=O)N2CCC(C(=O)Nc3ccccc3)CC2)cc1OC | -19% | -8% | /
N#CC1(c2ccccc2)CCC(=NO)CC1 (stereo unspecified) | -21% | -10% | 2%
COc1ccc(NS(=O)(=O)c2cc(C(=O)N3CCN(C/C=C/c4ccccc4)CC3)ccc2C)cc1 | ? | -10% | 1%
Cc1ccc(C2(C)NC(=O)N(CC(=O)c3ccc(Cl)s3)C2=O)cc1 (stereo unspecified) | ? | -20% | 0%
COc1ccc(C2=NN(C(=O)c3cccnc3)C(c3ccccc3)C2)cc1 (stereo unspecified) | ? | -1% | 8%
S=c1[nH]nc(-c2ccc(Cl)cc2)n1/N=C/C=C/c1ccco1 | 21µM* | -25% | 5%
N#Cc1ccc(OCC(=O)Nc2ccncc2)cc1 | ? | 2% | -7%
COC(=O)C1=C(C)N(Cc2ccccc2)C(=NCCc2c[nH]c3ccccc23)N[C@H]1c1ccccc1 | 21µM* | -3%&-11% | 6%
COc1cc(NC(=O)COC(=O)[C@@H]2CCCN2S(=O)(=O)c2ccc(Cl)cc2)cc(OC)c1OC | -7% | -13% | 4%
N#C/C(=C(/O)CN1C(=O)c2ccccc2C1=O)c1nc2ccccc2[nH]1 | -20% | -4% | 5%
Cc1ccc(N2CCN(C(=O)N3CCCC3)CC2)cc1Cl | -10% | -9% | 1%
O=C(O)Cn1c(COc2ccc(Cl)cc2)nc2ccccc21 | -1% | 1% | 3%
O=C(O)CN1C(=O)NC2(CCc3ccccc32)C1=O (stereo unspecified) | -14% | -9% | 12%[0.0935 µM]
CN(Cc1cnccn1)Cc1nc(Cc2ccccc2F)no1 | 8% | -12% | -3%
COc1ccc([C@H]2CC(=O)C=C(c3cc(C=O)ccc3OC)C2)cc1 | 5.8µM* | 1% | 3%
c1ccc(CCn2nnnc2C(c2cccs2)N2CCOCC2)cc1 (stereo unspecified) | -17% | -5% | 7%
COc1cccc(N2CC(NS(=O)(=O)c3ccc4ccccc4c3)CC2=O)c1 (stereo unspecified) | 29µM* | -7% | /
CSc1nc(Cl)c(Cc2ccc(OC(C)C)cc2)c(N2CCOCC2)n1 | ? | -3% | 1%
O=C(Nc1cc(F)ccc1F)c1ccc(-n2cncn2)c([N+](=O)[O-])c1 | -2% | -2% | /
CCCN1CCC(N2CCN(c3cccc(C(F)(F)F)c3)CC2)CC1 | 21µM* | -4% | -6%
COc1cc(C)c(C)cc1S(=O)(=O)N1CCN(Cc2ccccc2)CC1 | -6% | -7% | 0%
Cc1ccc(S(=O)(=O)NC(=NC(C)C)c2ccccc2)cc1 | 7% | -28% | 2%
O=C1c2ccccc2C(=O)N1C/C=C/CN1C(=O)c2ccccc2C1=O | / | -3% | 6%
CCCS(=O)(=O)N1CCCC(C(=O)N2CCC(Cc3ccccc3)CC2)C1 (stereo unspecified) | 15µM* | -8% | 5%
C[C@@H](C(=O)O)[C@@H]1C[C@@]1(C)[C@@H](NC(=O)OCc1ccccc1)c1ccccc1 | -20% | -2% | 3%&7%
CCOC(=O)N1CCN(c2ncnc3c2oc2nc(C)c4c(c23)CC(C)(C)OC4)CC1 | / | 2% | 6%
CN1CCN(c2nc(-c3cccnc3)nc3scc(-c4ccccc4)c23)CC1 | 23µM* | -8% | 5%
CC(C)=CCCC1=CCC(/C=N/NC(N)=O)C(C)C1 (stereo unspecified) | ? | 2% | -1%
COC(=O)CN(Cc1ccco1)S(=O)(=O)c1ccccc1 | -23% | -30% | -5%
Cn1c(=O)c(-c2cccs2)nc2cnc(OCc3ccccc3)nc21 | 7% | -4% | /
COc1ccc(-c2cc(C(F)(F)F)n3nc(-c4ccccc4)cc3n2)cc1OC | 16µM* | -8% | /
COc1ccccc1N1CC(C)C(=O)NC1=S (stereo unspecified) | 3% | 2% | -2%
C[C@H](N)c1nnc(SCc2c(Cl)cccc2Cl)o1 | 6% | 14% | 5%
CC(=O)O[C@H]1CC[C@@]2(C)[C@@H](CC[C@H]3[C@@H]4CC[C@H](C(C)O)[C@@]4(C)CC(=O)[C@@H]32)C1 (stereo partly specified) | ? | -3% | -1%
COc1cccc(CNc2ccc3[nH]c(=O)[nH]c3c2)c1OCc1ccccc1F | -27% | 1% | 13%
O=C(Nc1ccc(-c2nnn(CC(=O)N3CCN(C(=O)c4ccco4)CC3)n2)cc1)c1ccccc1F | / | -9% | -1%
COc1ccccc1CCC(=O)NCCCn1ccc2ccccc21 | ? | -1% | 6%
Cc1ccc(NC(=O)NC(=O)CN2CCC(C(N)=O)CC2)c(C)c1 | 19% | 3% | -1%[56.1 µM]
COc1ccc(OC)c2sc(N(CCN(C)C)C(=O)c3ccc4ccccc4c3)nc12 | ? | -5% | 16%
CC[C@]12c3[nH]c4ccc(Cl)cc4c3CCN1C(=O)[C@@H](CC(=O)NC/C=C(\C)CCC=C(C)C)C[C@@H]2C(=O)N1CCN(C(=O)C2CC2)CC1 | 21µM* | -12% | 0%[56.1 µM]
CCOc1ccc(N2C(=O)Nc3ccccc3C2(O)C(=O)N2CCN(c3ccccn3)CC2)cc1 (stereo unspecified) | -13% | -7% | 0%
Cc1ccc(Cn2ccc(NC(=O)c3cc(-c4cccc(Cl)c4)on3)n2)cc1 | -29% | -3% | -2%

A portion of the library. The share of hits here may be higher or lower than overall.
